tim23-1 inh = growth inhibitors of tim23-1 mutant yeast | S. cerevisiae tim23-1 growth, BacTiter-Glo luminescence, 24 h | inhibition, % at 20 µM | actives 1.3% (n = 330,000);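 active = growth inhibition of the mutant yeast at or above 50%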;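 note: temperature-sensitive mutant grown at 25 °C; plate controls were DMSO-treated mutant yeast for no effect and medium wells lacking yeast for full effect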
TIM10 inh = inhibits growth of TIM10 yeast strain. S. cerevisiae TIM10 strain growth, BacTiter-Glo luminescence, 24 h. inhibition, % at 10 µM. AID 463195. actives 1.4% (n = 330,000);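 active = inhibition of 40% or more at the single tested concentration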;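 note: wild-type TIM10 isogenic control strain grown at permissive 25 °C; 0% = DMSO yeast wells and 100% = minimal medium wells without yeast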
NALP3 yeast inh = blocks the NALP3 inflammasome reconstituted in yeast | AID 2825 | Yeast reconstituted NLRP3/ASC/caspase-1, beta-gal luminescence, 24 h | inhibition, % at 10 µM | actives 0.39% (n = 330,000);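 active = inhibition of 50% or more; inactive = inhibition below 50%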;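 note: plate controls were induced DMSO wells for no effect and uninduced yeast grown without galactose for full effect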
MIN6 prolif = induces beta-cell replication in MIN6 cells. MIN6 cells proliferation, ATPlite luminescence, 48 h; cells starved in 0.2% serum; 100% = growth in 10% serum. proliferation, % at 10 µM. actives 0.29% (n = 330,000);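 active = compounds whose signal lies at least 3.5 SD above the mean of all wells on their plate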;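 note: 0% = DMSO-treated cells in low-serum medium and 100% = 10% serum control; some compounds called inactive have numbers as strong as hits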
MPTP block = permeability transition pore inhibition | isolated mouse mitochondria, Ca2+ swelling absorbance, 30 min | inhibition, % at 10 µM | actives 1.4% (n = 360,000) | AID 602449;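 active = inhibition of 50% or more, scaled per plate between neutral and stimulator controls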;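 note: 0% = DMSO wells given calcium and 100% = 1 mM EGTA wells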
APJ antag = blocks the human apelin receptor APJ; CHO-K1 APJ beta-arrestin complementation, luminescence; AID 2521; inhibition, % at 20 µM; actives 0.32% (n = 330,000); P35414;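 active = inhibition above about 40% at 20 µM, limit read from the data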;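 note: cells challenged with 10 nM apelin-13 agonist together with compound; plate controls were apelin-13 plus DMSO wells for no effect and DMSO wells lacking apelin-13 for full effect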
Target sequence (P35414 whole entry, looked up): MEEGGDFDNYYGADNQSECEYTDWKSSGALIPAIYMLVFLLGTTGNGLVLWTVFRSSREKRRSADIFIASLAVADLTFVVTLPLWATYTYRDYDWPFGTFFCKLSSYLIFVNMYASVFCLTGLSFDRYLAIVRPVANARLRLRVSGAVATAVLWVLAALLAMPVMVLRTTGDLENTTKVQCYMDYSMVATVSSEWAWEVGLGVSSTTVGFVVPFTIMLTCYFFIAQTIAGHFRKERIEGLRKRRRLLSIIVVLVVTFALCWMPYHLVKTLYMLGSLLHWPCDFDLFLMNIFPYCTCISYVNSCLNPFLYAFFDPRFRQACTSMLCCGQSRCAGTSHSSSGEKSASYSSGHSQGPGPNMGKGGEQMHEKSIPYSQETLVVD
APJ agonist = agonists of human APJ apelin receptor; P35414; AID 2520; activation, % at 20 µM; actives 0.11% (n = 330,000); CHO-K1 APJ PathHunter beta-arrestin, luminescence; 0% DMSO wells, 100% apelin;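 active = activation more than six SD over the plate average, tested at 20 µM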;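 note: 0% = DMSO alone and 100% = apelin-13 at 10 nM; some results filed as inactive read as strong as hits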
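Material: engineered CHO-K1 APJ arrestin reporter cells; amount: 1000 CHO-K1 reporter cells seeded per well; incubation: compound stimulation 90 min at 25 °C, detection 60 min; signal: luminescent beta-gal fragment complementation, chemiluminescent substrate; read-out basis: APJ agonist activity; controls: DMSO-only wells as negative, 10 nM Apelin-13 as positive control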
NR3A LBD binder = NR3A (human) ligand-binding domain modulation | actives 2.5% (n = 340,000) | NR3A LBD differential scanning fluorimetry, Tm shift; 0% = protein alone, 100% = glycine-bound protein | Tm shift relative to glycine control, % at 25 µM;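 active = melting temperature shift of at least 10% of the positive control shift, at one fixed dose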
tim10-1 inh = tim10-1 yeast growth inhibition; S. cerevisiae tim10-1 ts strain growth, BacTiter-Glo, 24 h; inhibition, % at 20 µM; actives 2.2% (n = 330,000);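 active = inhibition of at least 40%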;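 note: mutant grown at 25 °C; 0% = DMSO wells with yeast and 100% = wells holding no yeast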
The depositor's hits bear a star; nt = no result given.

#	mol	tim23-1 inh	TIM10 inh	NALP3 yeast inh	MIN6 prolif	MPTP block	APJ antag	APJ agonist	NR3A LBD binder	tim10-1 inh
1	O=C(CSc1nnnn1-c1ccc(Cl)cc1)NC1CCS(=O)(=O)C1 (stereo not drawn)	-5	2	-9	2	-1.7	0	0	2	-5
2	CCCCc1cc(=O)oc2c(C)c(OCC(=O)NCCN3CCOCC3)ccc12	-2	-7	8	-1	0.7	-5	-7	-1	5
3	Cc1ccc(S(=O)(=O)N/N=C/c2ccc(OCC(=O)NC(C)C)cc2)cc1	0	-8	5	-2	-2.6	1	-2	0	-16
4	CCC(CC)NC(=O)Cc1ccccc1[N+](=O)[O-]	0	13	11	-4	-0.8	11	1	0	10
5	O=C(CCC1CCCN(C(=O)c2cncs2)C1)NCc1ccc(F)c(F)c1 (stereo not drawn)	12	-14	-2	-3	-0.7	-10	1	-1	-1
6	CCCCCCN=C(C)c1ccccc1O	14	9	0	-1	-2.7	-2	-1	0	-10
7	CCc1ccc(C2CC(=O)N3CN(c4ccccc4)CSC3=C2C#N)cc1 (stereo not drawn)	26	0	1	-4	-4.1	-2	3	-2	6
8	Nc1c2c(nc3cccc(Cl)c13)N(c1ccccc1)CC2	15	21	9	1	2.4	9	-4	-12	5
9	Clc1ncccc1-c1nnn(-c2ccccc2Br)n1	29	6	23	0	-0.8	11	-3	2	19
10	CCOC(=O)c1ccc(NC(=O)C2(c3ccccc3)CCOCC2)cc1	10	12	3	-4	4.4	9	-4	0	-1
11	CCOC(=O)c1nn(-c2ccccc2F)c2nc(-c3ccco3)c(C#N)c(=O)n12	-9	-9	8	2	2.0	7	-3	-5	-2
12	CCOc1ccccc1N(CC(=O)Nc1ccc(S(=O)(=O)N2CCOCC2)cc1)S(C)(=O)=O	7	-6	-4	-2	-0.8	-10	3	1	-12
13	CCN1C(=O)[C@H]2[C@@H](c3ccc(C)cc3)N3C(=O)N(c4ccc(C)cc4)C(=O)[C@@]3(Cc3ccc(Cl)cc3)[C@H]2C1=O	19	6	2	-7	3.4	23	-3	-5	-3
14	CN1CCN(C(=O)C2=C[C@@H](C3CCCCC3)C[C@@H](OCc3ccc(CO)cc3)O2)CC1	23	10	11	-3	-0.8	13	6	1	7
15	CCN1C(=O)c2cccc3c(S(=O)(=O)N4CCCC4C(=O)O)ccc1c23 (stereo not drawn)	-1	7	18	-2	1.8	24	-2	1	-13
16	CC(O)[C@H]1CNC(=O)C(=O)N1CCc1cccc(F)c1 (stereo partly drawn)	5	6	1	-1	1.0	14	-4	0	7
17	COc1ccc(CCNC(=S)c2ccccc2)cc1OC	13	5	32	0	1.8	9	-5	-15	9
18	Nc1c(Cl)c(Cl)nc(C(=O)OCC(=O)NC2CCCCC2)c1Cl	37	10	14	-1	-1.1	3	1	3	16
19	Cn1c(Cc2ccccc2)nnc1SCC(=O)Nc1ccc2c(c1)OCO2	-5	4	9	-1	1.5	1	-1	0	7
20	CC1=CC(=O)C(C(C)C)=CC1=NC(=O)c1ccc(C)cc1	7	-2	1	-6	-1.9	-13	3	3	13
21	O=C(CN1C(=O)NC2(CCc3ccccc32)C1=O)c1ccc(Cl)cc1 (stereo not drawn)	26	-5	4	-2	-1.5	-6	-2	1	6
22	O=C(Oc1ccc(-c2nccc(-c3ccccn3)n2)cc1)c1cccc(C(F)(F)F)c1	17	4	18	-2	1.2	11	-2	1	10
23	O=C(CNc1ccccc1)N/N=C/c1c[nH]c2ccccc12	-1	24	2	-4	1.3	-12	0	9	0
24	CC1(C)Oc2ccc(C(=O)Nc3ccccc3)cc2N(CC#N)C1=O	40	-10	10	-2	-0.7	10	-1	1	8
25	CCc1cccc(CC)c1NC(=O)Cn1c(-c2ccccc2Cl)nc2ccccc21	18	9	14	0	34	-1	0	-6	20
26	Cn1c(SCC(=O)Nc2ccc(N3CCOCC3)c(Cl)c2)nnc1-c1ccccc1	-1	2	17	-4	nt	1	-1	1	-2
27	FC(F)(F)Oc1ccc(NC(=S)Nc2ccccc2N2CCOCC2)cc1	45	29	7	-3	90*	5	2	-7	34
28	NC(=O)c1ccc(NC(=O)COC(=O)c2ccc(Br)o2)cc1	6	-2	4	4	0.2	1	1	1	-4
29	CCOc1ccccc1NC(=O)c1cccc2c1C(=O)N(C1CCCCC1)C2	8	-8	10	-1	-0.5	-9	1	6	-14
30	COc1ccccc1NCC(=O)N/N=C(\C)c1cccs1	-5	13	11	1	-1.7	0	-3	-1	11

Two entries drawn at random from those above:
#	mol	tim23-1 inh	TIM10 inh	NALP3 yeast inh	MIN6 prolif	MPTP block	APJ antag	APJ agonist	NR3A LBD binder	tim10-1 inh
17	COc1ccc(CCNC(=S)c2ccccc2)cc1OC	13	5	32	0	1.8	9	-5	-15	9
30	COc1ccccc1NCC(=O)N/N=C(\C)c1cccs1	-5	13	11	1	-1.7	0	-3	-1	11

Additional compounds follow:
#	mol	tim23-1 inh	TIM10 inh	NALP3 yeast inh	MIN6 prolif	MPTP block	APJ antag	APJ agonist	NR3A LBD binder	tim10-1 inh
31	CCCCC#Cc1ccccc1CC(=O)Nc1ccccc1	17	-6	15	-2	-0.9	-34	6	-2	3
32	CC(C)N(C(=NCc1ccccc1)NC(=O)c1ccccc1)C(C)C	22	13	9	-4	-0.2	26	3	-4	7
33	CC(=O)N1CCN(C(=O)c2cccc(S(=O)(=O)N3CCN(c4ccccc4)CC3)c2)CC1	-1	-6	12	5	0.6	20	-3	1	-5
34	CCCCC(CC(O)COCCC)C(=O)NN (stereo not drawn)	2	-4	-8	-1	-0.4	-3	-1	-3	6
35	FC(F)(F)c1nnc2ccc(NCn3nnc4ccccc43)nn12	3	3	5	0	-0.7	-6	-2	-1	9
36	c1ccc(CSc2ncn[nH]2)nc1	-13	-11	8	0	-1.6	20	-2	0	-30
37	C[C@@]12CCC3[C@@](CCC4[C@@]3(C)CCC[C@@]4(C)C(=O)NCc3ccccc3)(CC1=O)C2 (stereo partly drawn)	25	-25	52*	-6	-1.0	11	1	2	-17
38	Cc1cc(C)c(C)c(S(=O)(=O)N2CCN(CC(=O)Nc3sccc3C#N)CC2)c1C	1	6	18	0	-16	-16	0	3	15
39	COC(=O)c1sccc1NC(=O)Nc1ccc(F)cc1F	10	22	14	1	1.2	-9	-4	0	31
40	Cn1c(C(=O)NC2CCCCC2)cc2c(=O)n(C)c3ccccc3c21	22	6	26	10	-0.9	-3	8	-4	20
41	c1ccc2c(c1)c1ccccc1n2CN1CCOCC1	7	5	12	-1	1.2	15	-2	1	-22
42	COc1ccc(CNC(=O)CN2C(=O)COc3ccc(S(=O)(=O)NC4CCCC4)cc32)cc1	12	-3	-5	4	0.9	10	4	-1	-6
43	COc1ccc(CN2C(CC(=O)Nc3cccnc3)c3ccc(C(F)(F)F)cc3S2(=O)=O)cc1 (stereo not drawn)	28	-8	nt	nt	1.6	nt	nt	-1	9
44	CC(=O)c1ccc(NC(=O)COC(=O)C2C3CC4OC(=O)C2C4C3)cc1 (stereo not drawn)	19	-4	25	0	0.4	4	2	1	13
45	CCN(CC)S(=O)(=O)c1ccc(/C=C/C(=O)OCC(=O)NCc2ccc3c(c2)OCO3)cc1	3	-15	-6	0	-1.8	11	-1	4	3
46	Cc1ccnc(NC(=O)CCNC(=O)c2ccccc2Cl)c1	2	-4	10	-2	0.3	-1	1	0	0
47	Cc1cccc(NC(=O)NNC(=O)COc2ccc([N+](=O)[O-])cc2)c1C	-8	4	10	0	5.7	-5	-7	-2	-1
48	O=c1sc2ccccc2n1Cc1ccccc1	-19	-5	-23	0	6.1	9	-3	-1	-16
49	Cc1cc(C)nc(Sc2ccc(/C=C(\C#N)C(N)=O)o2)n1	19	16	17	1	-0.4	-7	-3	1	22
50	Cc1ccc(/C=N/N2CCN(c3ccncc3S(=O)(=O)N3CCCCC3)CC2)cc1	1	-4	4	0	1.3	2	1	-8	-1
51	CCOC(=O)c1cc(C)sc1/N=C/C1C(=O)CCCC1=O	0	-25	22	-1	1.4	1	0	-1	-23
52	COCC1CCCCN1C(=O)c1ccc(OC)c(OC2CCN(C(C)C)CC2)c1 (stereo not drawn)	-18	-4	19	4.8*	-0.9	5	-3	0	-9
53	COc1cccc(NC(=O)CN(C)C(=O)c2ccc(Cl)c(S(=O)(=O)N3CCCCCC3)c2)c1	2	-3	-9	-5	-0.7	3	-3	-8	3
54	Cc1ccc(-c2cc([C@H]3[C@H]4C=CC[C@@H](C)[C@@H]4C(=O)N3Cc3ccccc3)ccc2F)cc1	-5	-9	18	-8	0.7	6	11	2	18
55	COCCOc1ccc(C(F)(F)F)cc1NC(=O)COC(=O)c1cc[n+]([O-])cc1	-14	-3	4	-3	-0.9	6	1	-1	-3
56	CC(=O)c1cccc(NC(=O)CN2C(=O)NC3(CCCCCCC3)C2=O)c1	-1	7	-10	1	-0.4	-6	-6	1	5
57	Cc1nc(SCC(=O)c2cc3ccccc3oc2=O)c(C#N)c(-c2cccs2)c1C(=O)Nc1ccccc1	-14	2	4	-4	1.5	13	-4	-7	-12
58	COc1ccccc1CNC(=O)c1cccs1	1	-11	14	-2	-0.6	9	-4	-2	2
59	Cn1ncc(Cl)c1C(=O)Nc1ccc(Cl)cn1	11	0	5	-1	0.3	10	-4	4	25
60	CC(C)(C)[C@H]1C=C(C(=O)NCc2nc3ccccc3[nH]2)O[C@@H](OCc2ccc(CO)cc2)C1	9	7	13	-1	1.7	-12	11	-7	19

(listing goes on)
#	mol	tim23-1 inh	TIM10 inh	NALP3 yeast inh	MIN6 prolif	MPTP block	APJ antag	APJ agonist	NR3A LBD binder	tim10-1 inh
61	O=[N+]([O-])c1ccc(-c2csc(NN=C3CCCC3)n2)cc1	8	-2	30	0	-2.6	-7	0	1	-6
62	O=S(=O)(c1ccc(Cl)s1)N1CCC2(CC1)OCCO2	18	10	33	-4	-1.1	-6	4	-2	11
63	Cc1ccc(-n2nc(-c3ccc(OC(F)(F)F)cc3)cc2N)cc1C	16	14	19	-1	3.9	-10	-1	-9	12
64	COc1cccc(OC)c1CNC(=O)C1CCC(=O)N(CC2CCCCC2)C1 (stereo not drawn)	6	9	-4	2	-0.8	17	3	-6	2
65	CCOC(=O)C(C)CC(C)C(=O)N1CCOCCOCCN(C(=O)C(C)CC(C)C(=O)OCC)CCOCC1 (stereo not drawn)	1	16	-7	0	-1.4	10	-5	0	15
66	Cc1cccc(NC(=O)CCCN2C(=S)NC(C)(C)CC2C)c1C (stereo not drawn)	-6	-16	2	0	-0.1	3	0	2	8
67	NC(=O)CC(NC(=O)Cc1cccc2ccccc12)c1ccc(N2CCC(Br)CC2)c([N+](=O)[O-])c1 (stereo not drawn)	-5	-3	18	-6	-0.1	28	-5	3	-3
68	COc1ccc(/C=N/NC(=O)c2cc(-c3cccn3C)n[nH]2)cc1OC	16	-6	8	0	0.0	5	3	-6	12
69	O=C(O)CC(C(=O)Nc1cccc(C(F)(F)F)c1)C1CCCO1 (stereo not drawn)	0	0	15	-1	0.2	8	-4	-1	5
70	Cc1c(C(=O)N2CCOCC2)sc(NC(=O)CCl)c1C#N	9	-19	0	-4	-0.1	-26	-2	0	-9
71	CN1CCN(C(=O)c2ccc(Cl)c(S(=O)(=O)N3CCCCC3)c2)CC1	8	-2	14	-3	-1.6	2	-3	0	1
72	COc1ccc([N+](=O)[O-])cc1NC(=O)CCC(=O)c1cccs1	-8	-10	13	-1	-1.3	15	-1	1	10
73	CSc1cccc(CN2CCN(CCc3ccccc3)C(CCO)C2)c1 (stereo not drawn)	-8	20	15	-2	1.3	16	-4	0	13
74	Cc1cccc2cc(C#N)c(N3CCC(O)CC3)nc12	28	28	17	5	0.8	-11	-1	-17	23

Source: PubChem BioAssay (Sanford-Burnham Center for Chemical Genomics)
